# TRPC6 act: activators of mouse TRPC6 channel | Q61143 | actives 0.13% (n = 310,000) | AID 2550 | B-score at 10 µM | HEK293-TRPC6 membrane potential dye fluorescence; active compounds read high;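 active = B-score of the integrated fluorescence ratio above library mean plus 3 SD, and starting fluorescence ratio within library mean plus 5 SD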;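 also: higher score means more depolarization so channel activation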
# Platelet DG rel: modulates dense granule release in human platelets. human platelet-rich plasma, SFLLRN dense granule ATP release, luminescence. inhibition, %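 (compounds screened at 7.5 µM in platelet-rich plasma)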. actives 0.22% (n = 300,000). AID 1663;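 active = mean replicate score, as percent of positive control, at or above 50; inconclusive = mean below 50 but at least one replicate at or above 50; inactive = mean and every replicate below 50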
# SKKanGAS inh: blocks kanamycin growth of S. pyogenes SKKanGAS strain. inhibition, % at 7.5 µM. BacTiter-Glo, 6 h. actives 1.3% (n = 300,000);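 active = mean replicate score, as percent of positive control median, at least 50; inconclusive = mean below 50 but one replicate at or above 50; inactive = mean and every replicate below 50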;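 also: strain carries kanamycin resistance gene driven by streptokinase promoter and grows in 40 µg/ml kanamycin; loss of luminescence reflects streptokinase promoter inhibition or plain growth inhibition; 0% = median of DMSO wells and 100% = positive control at its reference dose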
# MrgX1 agonist: activates human MrgX1 receptor signaling. AID 588627. actives 0.44% (n = 310,000). Q96LB2. B-score at 10 µM. MrgX1-HEK293 cells, Fluo-4 calcium fluorescence, agonist mode; active compounds read high;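 active = calcium response B-score plate-corrected fluorescence ratio at least 3 library SD, with starting fluorescence B-score inside 5 SD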
# Target sequence (Q96LB2 whole entry, looked up): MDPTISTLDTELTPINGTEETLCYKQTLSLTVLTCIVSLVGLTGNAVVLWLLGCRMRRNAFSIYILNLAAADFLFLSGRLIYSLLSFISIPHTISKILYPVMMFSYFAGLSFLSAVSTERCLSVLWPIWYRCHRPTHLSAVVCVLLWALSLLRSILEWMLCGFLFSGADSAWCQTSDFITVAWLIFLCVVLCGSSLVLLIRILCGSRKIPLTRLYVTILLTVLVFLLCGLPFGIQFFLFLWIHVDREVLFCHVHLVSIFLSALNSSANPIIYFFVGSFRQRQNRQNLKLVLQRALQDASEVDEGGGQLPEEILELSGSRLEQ
#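 Assay system: stable human MrgX1 HEK293 cell line. Quantity: 15,000 cells per well. Schedule: cells plated overnight, dye loaded 0.5 h 37 °C, 0.5 h room temperature. Detection: Fluo-4 NW calcium-flux fluorescence, kinetic read. Read-out basis: peak-minus-minimum fluorescence over baseline, converted to B scores. Control set: positive and negative control wells on each plate.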
# HIF act: HIF pathway transcriptional activation | actives 0.32% (n = 300,000) | U2OS HRE-luciferase reporter, luminescence; normalized: DMSO 0%, desferrioxamine 100% | AID 1910 | activation, % at 7.5 µM (by protocol);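 active = mean activation of at least 10% of the iron chelator positive control signal, with at least half of replicates also reaching 10%; inconclusive = mean and replicate majority disagree about reaching 10%; inactive = mean and most replicates under 10%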
# RGS4 act: RGS4 potentiation or activation | HEK293 M3R/inducible RGS4, carbachol calcium flux Fluo4; active compounds read low | actives 0.92% (n = 310,000) | B-score at 10 µM;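 active = B-score of the integrated calcium signal more than 4 SD below the library mean, with starting fluorescence not abnormally high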;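 also: negative B-score means reduced calcium response which marks RGS4 activation or potentiation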
#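 System – HEK293 FlpIn-TREx cells, stable M3R, doxycycline-inducible RGS4 · Reagent – ECmax carbachol challenge · Times – compound preincubation 20 min at room temperature before agonist · Technique – Fluo4 fluorescence kinetic imaging of calcium · Measure – B score of integrated Fluo4 ratio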
# MrgX1 PAM: human MrgX1 positive allosteric modulation, primary screen; Q96LB2; MrgX1-HEK293, Fluo-4 calcium flux, FDSS; active compounds read high; B-score at 10 µM; actives 0.63% (n = 310,000); AID 588675;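 active = plate-corrected calcium response at least 3 library SD above typical, normal starting fluorescence, not activating the receptor alone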;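 also: compound read alongside a low EC10 to EC30 dose of BAM8-22 agonist; peak minus trough fluorescence over baseline measured at the second addition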
# MrgX1 antagonist: blocks BAM8-22 activation of human MrgX1 receptor; Q96LB2; AID 588676; B-score at 10 µM; actives 1.3% (n = 310,000); MRGX1-HEK293 calcium flux, Fluo-4, BAM8-22 antagonism; active compounds read low;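 active = calcium-response B-score plate-corrected more than 3 library SD below zero, starting fluorescence within 5 deviations, no agonist response on first addition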;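 also: peak minus trough fluorescence over baseline after final BAM8-22 challenge near maximal dose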
# TRPC6 inh: inhibitors of mouse TRPC6 channel; Q61143; HEK293-TRPC6, membrane potential dye, ACh-evoked depolarization; active compounds read low; B-score at 10 µM; actives 1.1% (n = 310,000);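 active = B-score under library mean minus 3 SD, initial fluorescence not abnormally high, positive integrated signal ratio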;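 also: B-score derived from integrated fluorescence ratio over the kinetic read; more negative B-score means stronger inhibition of depolarization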
# TRPC4 block: TRPC4 (mouse) channel inhibition; HEK293 TRPC4beta/mu-opioid, DAMGO-evoked Fluo4 calcium flux; active compounds read low; actives 0.39% (n = 300,000); B-score at 10 µM; AID 2247; Q9QUQ5;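 active = B-score over 3 SD under the library average, no early fluorescence shift, positive overall ratio signal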
#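 Assay system: HEK293 cells with stable TRPC4beta plus mu-opioid receptor expression; Probe or stimulus: DAMGO in two steps, submaximal then maximal; Dosing: single-point compound dosing; Measured by: Fluo4 calcium-dye fluorescence, kinetic read; Read-out basis: B score from integrated Fluo4 fluorescence ratio.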
# RGS4 block: inhibitors of human RGS4; P49798; HEK293 M3R/RGS4 inducible, Fluo-4 calcium flux; active compounds read high; triggered by carbachol at its EC20; B-score at 10 µM; actives 0.45% (n = 310,000);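 active = B-score, a plate-corrected calcium signal, over three deviations above library mean, with baseline fluorescence within five deviations of library mean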;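 also: RGS4 expression induced by doxycycline in cells with stable M3 receptor; B-score is computed from the integrated fluorescence ratio over baseline after carbachol; higher B-score means a larger calcium signal and so more RGS4 inhibition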
# Target sequence (P49798 whole entry, looked up): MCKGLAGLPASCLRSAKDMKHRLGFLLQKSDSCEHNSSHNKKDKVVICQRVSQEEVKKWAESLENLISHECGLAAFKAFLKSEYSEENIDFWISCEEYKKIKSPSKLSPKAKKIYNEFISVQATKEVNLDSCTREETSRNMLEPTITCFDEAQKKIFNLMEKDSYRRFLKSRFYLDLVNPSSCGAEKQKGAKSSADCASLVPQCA
# The depositor's hits bear a star; i = inactive; ? = inconclusive; . = no result given.
SMILES,TRPC6 act,Platelet DG rel,SKKanGAS inh,MrgX1 agonist,HIF act,RGS4 act,MrgX1 PAM,MrgX1 antagonist,TRPC6 inh,TRPC4 block,RGS4 block
O=C(Cn1c(-c2ccccc2)noc1=O)Nc1ccc(N2CCCCCC2)cc1,i,4.1,8.4,i,.,i,i,i,i,i,i
COc1ccccc1Nc1ncnc2c1c(C)c(C)n2CCO,i,2.2,-3.4,i,0.6,i,i,i,i,i,i
O=C(NC1CCCCC1)C1CCN(C(=O)NCc2ccccc2)CC1,i,-3.2,16.5,i,0.0,i,i,i,i,i,i
CCN(CCn1cccn1)Cc1nc(Cc2cccc(F)c2)no1,i,2.7,-3.6,i,0.0,i,i,i,i,i,i
O=C(COC(=O)C1CC1)NCCNC(=O)COC(=O)C1CC1,i,7.7,-16.3,i,-0.9,i,i,i,i,i,i
O=C(CNS(=O)(=O)c1ccc(Br)s1)NCc1ccccc1,i,-2.4,1.0,i,0.0,i,i,i,i,i,i
CCCC(C)C(=O)NCc1ccncc1 (stereo not drawn),i,0.5,-7.0,i,0.1,i,i,i,i,i,i
CSc1ncccc1C(=O)OCc1ccccc1,i,6.0,5.7,i,1.3,i,i,i,i,i,i
O=C(N/N=C/c1ccccn1)c1ccc(Cl)cc1,i,-9.9,9.7,i,11.7*,i,i,i,i,i,i
O=C(CNc1cc(S(=O)(=O)N2CCCC2)ccc1OCC(F)(F)F)Nc1cccc(C(F)(F)F)c1,i,0.5,-4.5,i,-0.1,i,i,i,i,i,i
CCNc1nc(NCC)nc(C(=O)NN)n1,i,10.3,-5.2,i,0.1,i,i,i,i,i,i
CCNC(=O)COC(=O)c1ccc(-c2nc3ccccc3s2)s1,i,46.0,38.6,i,2.1,i,i,i,i,i,i
C/C(=N\NC(=O)c1ccc(O)cc1)c1cccc(NC(=O)c2ccc(Cl)cc2)c1,i,18.2,8.9,i,2.3,i,i,i,i,i,i
COCCn1c(SCC(=O)NC(=O)NC(C)(C)C)nc2ccccc21,i,1.5,-3.3,i,0.1,i,i,i,i,i,i
Cn1c(/C=C/c2ccc([N+](=O)[O-])o2)nc2ccccc2c1=O,i,3.9,47.7,i,-6.1,i,i,i,i,i,i
Clc1ccccc1OCCCCN1CCCC1,i,0.1,-5.9,i,-0.2,i,i,i,i,.,i
O=C(Cn1ccc(=O)[nH]c1=O)NCCO,i,17.2,-1.2,i,-0.1,i,i,i,i,i,i
COc1ccc(OC)c(C(c2nnnn2CCc2ccccc2)N2CCC(C(N)=O)CC2)c1 (stereo not drawn),i,.,2.5,i,-0.3,i,i,i,i,i,i
CC(C)[C@H](NC(=O)[C@@H]1Cc2c([nH]c3ccccc23)C2c3ccccc3C(=O)N21)C(=O)NCC1CCCO1 (stereo partly drawn),i,-3.6,7.6,i,-0.2,i,i,i,i,i,i
CN(C)c1cccc(C(=O)N/N=C/c2ccoc2)c1,i,0.5,-10.6,i,0.6,i,i,i,i,i,i
CCCCN(C(=O)c1ccc([N+](=O)[O-])s1)c1c(N)n(CCCC)c(=O)[nH]c1=O,i,-9.7,-6.4,i,-0.2,i,i,i,i,i,i
Cn1c(SCC(=O)NCC2CCCO2)ncc(C(=O)Nc2ccccc2)c1=O (stereo not drawn),i,-12.1,-7.3,i,3.5,i,i,i,i,i,i
Cc1ccc(-c2nnc(-c3ccccc3Br)o2)cc1,i,-4.0,-3.2,i,0.2,i,i,i,i,i,i
C[C@@H](C(=O)NCc1ccccc1)[C@H]1C[C@]1(C)[C@H](NC(=O)OCc1ccccc1)c1ccccc1,i,7.0,5.1,i,1.4,i,i,i,i,i,i
Cc1onc(-c2ccccc2)c1CNC(=O)CN1C(=O)c2ccccc2C1=O,i,.,-3.6,i,.,i,i,i,i,i,i
# Remaining list, next part:
SMILES,TRPC6 act,Platelet DG rel,SKKanGAS inh,MrgX1 agonist,HIF act,RGS4 act,MrgX1 PAM,MrgX1 antagonist,TRPC6 inh,TRPC4 block,RGS4 block
Cc1cc(C)c2c(c1)NC(C(=O)O)C1CC=CC21 (stereo not drawn),i,-8.5,7.3,i,-6.7,i,i,i,i,i,i
O=C(NC1CCN(C(=O)N2c3ccccc3Sc3ccccc32)CC1)c1ccccc1Cl,i,-6.8,17.9,i,-0.3,i,i,i,i,i,i
NC(=O)c1sc2nc3c(c(-c4ccc(Cl)cc4)c2c1N)CCCC3,i,-1.9,1.2,i,3.0,i,i,i,i,i,i
CCN(CC)S(=O)(=O)c1ccc(NC(=O)c2cccnc2Cl)c(NC(=O)c2cccnc2Cl)c1,i,-1.5,-7.2,i,0.6,i,i,i,i,i,i
Cc1c(Nc2nc3ccccc3n3cnnc23)cccc1[N+](=O)[O-],i,-0.9,-6.6,i,-1.2,i,i,i,i,i,i
Cc1ccc(NC(=O)CCC(=O)NNS(=O)(=O)c2ccccc2)cc1C,i,2.3,25.8,i,-0.4,i,i,i,i,i,i
CC(C)C[C@H](NC(=O)c1[nH]cnc1C(=O)N[C@@H](Cc1ccccc1)C(=O)OC(C)(C)C)C(=O)OCc1ccccc1,i,1.3,24.7,i,-0.6,i,i,i,i,i,i
COc1ccc(-n2nnnc2SCC(N)=O)cc1,i,0.3,-1.7,i,1.2,i,i,i,i,i,i
O=C(Nc1nnc(-c2ccc(Cl)cc2)o1)c1nc2ccccc2s1,i,34.9,94.2*,i,-0.2,i,i,i,i,i,i
N#CC1=C(N)N(c2ccccc2Sc2ccccc2)C(=O)C1,i,-4.7,4.7,i,-0.6,i,i,i,i,i,i
CC(C)c1nc2cc(C(=O)N(C)Cc3ccc(F)cc3)ccc2o1,i,3.9,-1.9,i,0.6,i,i,i,i,i,i
CCN(CC)S(=O)(=O)c1ccc(C(=O)NC2=C(C(=O)OC)SCC2)cc1,i,6.3,-5.2,i,-0.3,i,i,i,i,i,i
CCN(c1ccccc1)S(=O)(=O)c1ccc(C(=O)Nc2nnc(CSC)o2)cc1,i,-0.2,?,i,-0.8,i,i,i,i,i,i
CC(C)n1cc(/C=C2\NC(=O)N(c3cccc(Cl)c3)C2=O)c2ccccc21,i,-2.3,-2.2,i,0.3,i,i,i,i,i,i
Cc1cc(C)cc(NC(=O)c2sc3nc4n(c(=O)c3c2C)CCC4)c1,i,-2.4,18.7,i,1.2,i,i,i,i,i,i
Cc1cccc(NC(=O)CN2CCSc3ccccc32)c1,i,0.2,4.3,i,1.7,i,i,i,i,.,i
Cc1cc(NC(=O)c2ccc(S(=O)(=O)N3CCOCC3)cc2)nc2c1c(=O)oc1ccccc12,i,-5.1,21.8,i,-0.1,i,i,i,i,i,i
COc1ccccc1CCc1nnc(CCC(=O)NC(C)Cn2nc(C)cc2C)o1 (stereo not drawn),i,-0.2,4.0,i,0.0,i,i,i,i,i,i
O=c1c2ccccc2nc(SCc2cc(F)cc3c2OCOC3)n1Cc1ccco1,i,13.7,4.2,i,-1.3,i,i,i,i,i,i
COc1ccc(S(=O)(=O)n2nc(OC(=O)c3ccc(C)cc3)cc2N)cc1,i,-0.9,-9.5,i,-0.5,i,i,i,i,i,i
Brc1ccccc1OCCCCCN1CCCC1,i,1.0,1.9,i,0.2,i,i,i,i,i,i
O=C(CSc1ncnc2c1oc1ccccc12)Nc1cccc(F)c1,i,6.1,-14.0,i,0.0,i,i,i,i,i,i
O=C(OCCN1CCOCC1)C(c1ccccc1)c1ccccc1,i,-0.9,16.3,i,-0.8,i,i,i,i,i,i
O=S(=O)(CCN1CCOCC1)c1ccc(Cl)cc1,i,1.2,0.1,i,-0.9,i,i,i,i,i,i
CCC(=O)Nc1ccc(C(=O)NNC(=O)COc2cc(C)ccc2C)cc1,i,1.3,3.9,i,-0.5,i,i,i,i,i,i
# The results go on.
SMILES,TRPC6 act,Platelet DG rel,SKKanGAS inh,MrgX1 agonist,HIF act,RGS4 act,MrgX1 PAM,MrgX1 antagonist,TRPC6 inh,TRPC4 block,RGS4 block
CC1=CC(c2ccc(Cl)cc2)n2nc(NS(=O)(=O)c3ccc(C)cc3)nc2N1 (stereo not drawn),i,-1.0,24.0,i,0.3,i,i,i,i,i,i
CCN(CC)S(=O)(=O)c1ccc(N2CCCC2)c(C(=O)OCC(=O)/C(C#N)=C(\C)N)c1,i,0.6,1.0,i,-1.0,i,i,i,i,i,i
Cc1cnc(C(=O)N2CCCC(C(=O)c3ccc(C(F)(F)F)cc3)C2)cn1 (stereo not drawn),i,5.6,-4.4,i,4.3,i,i,i,i,i,i
Cc1cc(C)c2c(n1)SCC(=O)N2CC(=O)Nc1cccc(Cl)c1,i,2.0,3.2,i,-0.1,i,i,i,i,i,i
Cc1ccc(CNC(=O)CCn2nc(-c3ccc(Cl)cc3)ccc2=O)cc1,i,-4.3,-15.2,i,-0.9,i,i,i,i,i,i
Cc1ccc(C)c(Cn2c(C(C)O)nc3ccccc32)c1 (stereo not drawn),i,-1.1,4.2,i,-0.9,i,i,i,i,i,i
CCNC(=O)OCc1cn(-c2ccccc2)nn1,i,2.4,-3.4,i,0.5,i,i,i,i,i,i
C#CCOCCOCCOCCNc1nc(N2CCOCC2)nc(N2CCN(C(=O)[C@H]([C@@H](C)CC)n3cc([C@@H](N)CO)nn3)CC2)n1,i,-1.0,11.8,i,-0.3,i,i,i,i,i,i
COc1cc(OC)c(OC)cc1/C=N/Nc1ncnc2c1[nH]c1ccccc12,i,-8.4,0.7,i,0.7,i,i,i,i,i,i
CC(=O)Nc1ccc(NS(=O)(=O)c2c(Cl)cccc2Cl)cc1,i,6.1,0.5,i,0.8,i,i,i,i,i,i

# High-throughput results deposited in PubChem BioAssay by several laboratories.
